# Screening data deposited in PubChem BioAssay by several laboratories.
# DUSP3 inh: inhibitors of human VHR1 phosphatase (DUSP3) | recombinant VHR phosphatase, pNPP absorbance | actives 0.52% (n = 290,000) | AID 1654 | inhibition, % at 13.3 µM; in the data active = inhibition above about 50%; also: some compounds called inactive have numbers as strong as hits
# CCHFV vOTU inh: blocks the CCHF virus ovarian tumor domain protease; CCHFV vOTU protease, Pep-AMC fluorescence; inhibition, % at 11.5 µM; actives 0.55% (n = 370,000); AID 651958; in the data active = inhibition above about 30%; also: 0% = vehicle wells with enzyme and 100% = no enzyme wells
# MazF activator: activators of E. coli MazEF toxin-antitoxin RNase | P0AE70 | FAM/BHQ RNA-DNA oligo cleavage fluorescence, 5 h | actives 0.32% (n = 350,000) | activation, % at 20 µM; in the data active = activation above about 50%
# Target sequence (P0AE70 whole entry, looked up): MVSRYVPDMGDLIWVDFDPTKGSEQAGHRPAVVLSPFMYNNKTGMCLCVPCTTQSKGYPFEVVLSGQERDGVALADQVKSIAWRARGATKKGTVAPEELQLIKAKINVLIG
# SARS 3CLpro inh: SARS-CoV 3CLpro protease inhibition; actives 0.14% (n = 290,000); recombinant SARS-CoV 3CLpro, quenched FRET peptide cleavage; inhibition, % at 6 µM; AID 1706; in the data active = inhibition above about 12%
# BoNT-F LC inh: inhibitors of Botulinum neurotoxin F light chain protease. Multiplex microsphere protease cleavage assay, flow cytometry. inhibition, % at 10 µM. actives 0.22% (n = 360,000). AID 588497; in the data active = inhibition above about 35%, passing the limit was not always enough; inconclusive = no clear call, values can overlap the other calls; also: plate controls were buffer without enzyme for full effect and enzyme alone for no effect
# PrPC TRFRET: reduces human prion protein on the cell surface; actives 0.43% (n = 370,000); P04156; inhibition, % at 13.8 µM; cell surface PrPC, TR-FRET read-out; AID 720596; in the data active = inhibition above about 24%; also: 0% = median of the test wells and 100% = reference compound wells
# BoNT A protease: BoNT A light chain protease inhibition; multiplex microsphere protease substrate cleavage, flow cytometry; inhibition, % at 10 µM; actives 0.17% (n = 360,000); also: plate controls were buffer without enzyme for full effect and enzyme alone for no effect
# Rv3671c protease: Rv3671c (M. tuberculosis) protease inhibition | P9WHR9 | inhibition, % at 5.96 µM | actives 0.048% (n = 320,000) | AID 2606; in the data active = inhibition above about 38%;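 also: extracellular domain of Rv3671c used as enzyme; 0% = enzyme with DMSO and 100% = no enzyme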
# SSB-PriA inh: K. pneumoniae PriA-SSBct interaction inhibition. AlphaScreen SSBct-PriA binding, biotinylated peptide. inhibition, % at 33 µM. actives 0.6% (n = 430,000); in the data active = inhibition mostly above about 37%, no sharp cut-off; inactive = mostly below about 20%;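 also: plate controls were negative control peptide for no effect and reference peptide for full effect; strong numbers were not always called active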
# Anthrax LF inh2: blocks Bacillus anthracis lethal factor protease; P15917; multiplex microsphere protease cleavage assay, LF; inhibition, % at 10 µM; actives 0.12% (n = 360,000); also: plate controls were buffer without enzyme for full effect and enzyme alone for no effect
# Target sequence (P15917 whole entry, looked up): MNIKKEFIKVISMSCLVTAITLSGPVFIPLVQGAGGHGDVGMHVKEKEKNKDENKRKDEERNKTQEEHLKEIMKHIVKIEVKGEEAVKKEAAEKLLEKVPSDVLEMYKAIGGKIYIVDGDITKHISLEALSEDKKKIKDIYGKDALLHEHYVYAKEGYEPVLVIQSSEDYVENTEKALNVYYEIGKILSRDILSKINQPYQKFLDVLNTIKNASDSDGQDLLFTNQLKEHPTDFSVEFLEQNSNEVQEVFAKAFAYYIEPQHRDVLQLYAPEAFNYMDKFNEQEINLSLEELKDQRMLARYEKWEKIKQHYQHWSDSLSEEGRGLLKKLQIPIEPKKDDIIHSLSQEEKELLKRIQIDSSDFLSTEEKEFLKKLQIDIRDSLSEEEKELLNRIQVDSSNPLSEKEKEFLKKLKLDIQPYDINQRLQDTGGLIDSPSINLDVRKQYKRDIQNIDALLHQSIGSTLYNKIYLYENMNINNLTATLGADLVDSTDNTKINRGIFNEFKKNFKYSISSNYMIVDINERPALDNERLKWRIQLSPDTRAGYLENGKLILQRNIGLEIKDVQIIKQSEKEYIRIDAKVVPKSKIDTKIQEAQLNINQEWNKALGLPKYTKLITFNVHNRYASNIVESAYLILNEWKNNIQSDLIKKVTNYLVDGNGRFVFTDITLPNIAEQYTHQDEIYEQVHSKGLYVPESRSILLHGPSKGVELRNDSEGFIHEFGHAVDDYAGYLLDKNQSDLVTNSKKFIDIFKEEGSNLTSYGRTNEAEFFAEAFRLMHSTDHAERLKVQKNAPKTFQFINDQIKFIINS
# * = called active by the depositor; ? = inconclusive; · = no result given; & = joins results of further samples. Rule as the data show it, unless noted: active = inhibition above about 30%; inconclusive = no clear call, values can overlap the other calls; inactive = below that. An excerpt; count on the stated rates, not on these rows.
mol	DUSP3 inh	CCHFV vOTU inh	MazF activator	SARS 3CLpro inh	BoNT-F LC inh	PrPC TRFRET	BoNT A protease	Rv3671c protease	SSB-PriA inh	Anthrax LF inh2
COc1cccc(OCc2nn[nH]n2)c1	-6	-7	0	1	-25	-3	-2.1	2	-3	-3
CC(C)C(NC(=O)c1ccc(Br)cc1)C(=O)NC1=NCCS1 (centres undefined)	6	-10	3	0	2	3	-0.2	4	-13	0
Cc1cc2c(cc1S(=O)(=O)Nc1cccc(C)c1C)n(C)c(=O)c(=O)n2C	29	-3	3	0	0	9	0.1	1	-12	-8
CC1CCN(c2nc3c(c(=O)[nH]c(=O)n3C)n2Cc2ccccc2Cl)CC1	-14	5	10	-2	-1	2	0.1	3	1	-5
COc1cccc2cc(C(C)N(CCCN3CCOCC3)C(=S)Nc3ccc(C)cc3)oc12 (centres undefined)	4	10	4	2	-2	0	0.2	-6	-5	0
COc1ccc(C(=O)OCC(=O)c2cc(C)n(CC3CCCO3)c2C)cc1[N+](=O)[O-] (centres undefined)	·	2	9	·	-10	-3	0.8	4	11	-10
COc1ccc(Cl)cc1N(CC(=O)NC1CC2CCC1C2)S(=O)(=O)c1ccccc1 (centres undefined)	2	16	1	1	-5	2	-0.2	-3	1	-2
COc1ccc(C(=O)N2CCN(c3ccccc3)CC2)cc1S(=O)(=O)NC1CC1	·	1	5	·	0	4	-1.1	·	-6	1
Cc1ccc(S(=O)(=O)Nc2c(C)ccc3nsnc23)cc1	18	-8	6	-1	-4	-14	-0.5	-1	1	-1
O=C(NC1CCCC1)C(c1ccncc1)N(Cc1ccccc1)C(=O)Cc1cccs1 (centres undefined)	18	8	-2	3	-7	-2	-0.6	0	-1	-9
COC(=O)c1ccc(C)c(NC(=O)c2ccc(CN3CCc4ccccc4C3)cc2)c1	22	0	-4	0	-35	-3	-2.5	3	-18	1
Oc1[nH]c2ccccc2c1OCc1ccncc1	8	14	-6	-4	-9	-5	-0.1	4	3	0
Cc1cccc(Nc2nnc(SCC(=O)Nc3ncc(C(F)(F)F)cc3Cl)s2)c1C	-2	-8	-2	13*	1	-4	1.5	-3	3	0
O=C1CCn2nc(-c3ccc(Cl)cc3)cc2N1	16	-1	11	2	-1	9	0.1	-2	-9	3
COc1ccc(/C=N/n2c(COc3ccccc3)n[nH]c2=S)cc1OC	26	-2	-1	-4	-44	0	-29	10	·	-51
N#CCC(=O)Nc1ccc(C(=O)OCC(=O)NC(=O)NCc2ccco2)cc1	·	9	-11	·	-5	-6	-0.4	-22	0	3
CCn1c(CCCNC(=O)c2cccs2)nc2ccccc21	-2	-1	8	-1	-2	-6	-0.1	3	1	-2
COC(=O)C1=C(C)N(CCCC(=O)O)C(=O)NC1c1cccc(OC)c1 (centres undefined)	·	13	4	·	-8	2	-0.8	4	-21	-2
CC(=O)Cc1nsc(NC(=O)c2cccs2)n1	-5	1	8	0	-6	7	-1.8	2	-20	5
CC(=O)c1ccc(C(=O)N2CCCC(Nc3ccccc3)C2)s1 (centres undefined)	6	-8	-3	4	-5	5	-0.4	1	4	-1
CCn1c(COc2ccc3c(c2)CCCC3)nnc1SCC(=O)Nc1nccs1	6	0	-3	-1	1	2	-0.4	9	2	-2
Cc1cc2oc(C(=O)NCc3ccncc3)c(C)c2cc1C	6	14	11	-3	-16	4	-0.1	-1	0	-3
CCCCCCc1cc2cc(-c3nnc(-c4ccccc4OC)o3)c(=O)oc2cc1O	3	0	-164	2	0	-2	?	-13	-10	4
Cc1ccc(SCC(=O)N(C)CC(=O)Nc2cccc(F)c2)c(C)c1	·	7	-2	·	10	7	5.0	10	-2	-2
O=c1c2ccccc2nc2sc(Nc3ccc(F)cc3)nn12	·	-6	-27	·	0	-7	-0.6	0	-27	5
COc1ccc(N(C(=O)c2ccncc2)S(=O)(=O)c2ccccc2)cc1	2	-5	3	5	-6	-3	-0.6	3	-10	-5
N#Cc1ccc(OCC(=O)Nc2cc(S(=O)(=O)N3CCOCC3)ccc2N2CCOCC2)cc1	-13	8	-3	0	0	4	-0.2	3	1	-8
O=C(O)c1c(F)c(F)cc2ccccc12	13	5	6	1	-37	6	-1.2	7	-12	-4
O=C(Cn1cnc2c(cnn2-c2ccccc2Cl)c1=O)N1CCc2ccccc21	40	-11	6	-2	6	9	3.4	-3	-6	-1
C/C(=N\Nc1nc(-c2ccccn2)nc2ccccc12)c1ccc(F)cc1	-8	·	-20	-5	-14	·	-1.2	5	·	-3
O=C(CCc1ccccc1)NC(NC(=S)Nc1ccc(Cl)cc1)C(Cl)(Cl)Cl (centres undefined)	35	17	-8	0	-9	2	-1.2	-45	-8	-4
CCN1C[C@@H]2[C@@H]3C(=O)N(C)C(=O)[C@@H]3[C@](CC)(C1=O)N2C(=O)c1ccccc1	·	-2	8	·	3	-1	-0.1	·	-9	-6
O=S(=O)(NCc1ccc(Cl)cc1)NCc1ccc(Cl)cc1	-1	2	-5	-2	-16	-1	0.2	-8	5	-7
Cc1cc(C)c(C(=O)c2ccc(C(=O)N3CCCCC3)cc2)c(C)c1	10	-3	2	0	-7	4	0.1	-3	-15	-2
COc1cccc2cc(-c3cn4ccc(C)cc4n3)c(=O)oc12	·	-16	3	4	-14	-6	-0.8	-7	-2	-3
O=C(OCc1ccccc1F)c1ccc2c(c1)OCCO2	22	7	0	5	-2	0	-0.1	-4	-92	-3

# Results in Anthrax LF inh2, for 2 of the compounds above:
canonical_smiles	Anthrax LF inh2
O=c1c2ccccc2nc2sc(Nc3ccc(F)cc3)nn12	5
COc1ccc(N(C(=O)c2ccncc2)S(=O)(=O)c2ccccc2)cc1	-5

# (further entries)
mol	DUSP3 inh	CCHFV vOTU inh	MazF activator	SARS 3CLpro inh	BoNT-F LC inh	PrPC TRFRET	BoNT A protease	Rv3671c protease	SSB-PriA inh	Anthrax LF inh2
CCC(CC)c1nnc(NC(=O)[C@@H](NC(=O)c2cccc(C)c2)C(C)C)s1	23	-2	10	7	-4	-3	0.1	-3	-8	0
NNS(=O)(=O)c1ccc(Sc2ccccn2)c([N+](=O)[O-])c1	23	12	220*	2	-2	-29	1.1	0	1	-14
CN(C)CCCNc1nc2cc(-c3ccc(C(=O)N4CCN(C)CC4)cc3)sc2c(=O)n1C	·	-2	·	·	6	-19	0.4	·	·	-8
COc1ccccc1NC(=O)N1CCN(c2ccc(F)cc2)CC1	-14	-4	1	2	4	-6	1.1	2	-4	-1
NS(=O)(=O)c1cccc(NS(=O)(=O)c2ccc(/C=C/C(=O)OCC(=O)c3ccccc3)cc2)c1	18	28	1	1	-6	-11	0.1	-17	10	-6
Cc1ccc(C(=O)N/C(=C/c2ccco2)C(=O)O)cc1	34	5	8	-1	-5	-11	-1.1	-14	7	-1
O=S(=O)(Nc1cccc(C(F)(F)F)c1)c1cccnc1	8	0	13	-5	2	8	-0.2	-8	-16	2
Cc1cc(OC(=O)c2ccc(C)c(C)c2)c([N+](=O)[O-])c(=O)[nH]1	-22	9	4	1	-2	-5	-2.0	-14	4	1
Cc1cc(OC(=O)c2ccco2)c(Sc2ccccc2[N+](=O)[O-])c(=O)o1	3	·	-7	-3	-6	·	-1.1	·	-5	-4
Clc1ccc(-c2ccc(CN3CCCCC3)o2)cc1	5	8	12	-2	-4	2	-5.3	-1	11	0
COc1ccc(NC(=O)NC23CC4(C)CC(C)(CC(C)(C4)C2)C3)cc1	7	2	4	1	-1	5	-0.4	-7	-6	2
COc1ccc(NC(C)=O)cc1NC(=O)CSc1nc2ncccc2[nH]1	19	8	-4	-4	-5	9	-0.1	9	-4	1
Cc1cccc(N2CCN(C(=O)C3CCN(S(=O)(=O)c4cccnc4)CC3)CC2)c1C	27	-4	0	0	-1	-4	-0.1	-2	-8	-4
Nc1c(C(=O)Nc2ccccc2)sc2nc3c(c(-c4ccco4)c12)CCC3	10	8	87*	-10	4	-10	5.5	-4	-8	0
Cn1c(Cn2cnc3ccccc32)nnc1SCC(=O)CC(=O)Nc1ccccc1	6	-15	2	-3	4	5	0.3	-6	-16	3
Cc1csc(NC(=O)C2CCCN2C(=O)OCC(C)C)n1 (centres undefined)	-8	9	1	-5	-20	-2	-0.6	-5	-11	-1
CCO[C@@H]1OC(C(=O)NC2CC2)=C[C@H](C)[C@H]1CCCO	0	-3	3	·	-8	4	-0.5	3	-9	-3
Cc1ccc(NC(=O)OC(C)N2CCCCC2)cc1NC(=O)OC(C)N1CCCCC1 (centres undefined)	·	0	1	·	-7	-20	0.4	·	1	2
CN1C(=O)C(C)(C)c2cc(S(=O)(=O)NCc3ccc(Cl)cc3)ccc21	29	24	5	5	-9	-2	-0.1	1	-2	-5
O=C(Cc1ccc(S(=O)(=O)N2CCOCC2)s1)Nc1ccc(S(=O)(=O)N2CCCCC2)cc1	·	·	-7	·	10	·	-2.3	-32	-1	2
O=S(=O)(Cc1cc(Cl)nc(-c2ccncc2)n1)c1ccccc1	19	-7	-1	1	-4	6	0.2	-2	-15	-2
C/C(CC(=O)Nc1ccc(N(C)C)cc1)=N\NC(=O)c1ccccc1F	-12	0	12	0	?	3	1.0	·	·	-3
O=C(CNC(=O)c1cccs1)c1ccc([N+](=O)[O-])cc1	1	10	4	2	-7	-21	-0.3	9	-5	1
COc1ccc(-c2ccc(=O)n(CC(=O)Nc3ccc(C(=O)NC4CC4)cc3)n2)cc1OC	23	-8	1	-7	-3	-13	0.6	-3	-4	-5
O=C(c1ccccc1)N1CCN(c2ccccc2F)CC1	21	-11	9	-1	8	-1	0.1	0	-7	4
Cc1cc(Br)ccc1NS(=O)(=O)c1c(C)[nH]c(=O)[nH]c1=O	-2	8	-1	1	-5	2	-4.6	-1	-2	-19
O=C(COc1ccccc1)NCc1ccc(-n2cccc2)cc1	23	-6	0	2	-4	2	-0.8	5	-2	-4
CCOC(=O)C1(CCOC)CCN(C(=O)c2ccccc2-c2cccc(C)c2)CC1	21	6	-1	1	-2	7	-0.6	5	5	0
COc1ccc(NC(=O)CN2C(=O)NC3(CCCCCCC3)C2=O)cc1	·	21	3	·	·	1	·	·	1	·
COC(=O)c1ccccc1S(=O)(=O)N1CCC(C(=O)NCC2CCCO2)CC1 (centres undefined)	·	12	3	·	-15	-3	-0.9	2	-13	-2
O=C(O)C(Cc1ccccc1)N1C(=O)c2c(Cl)c(Cl)c(Cl)c(Cl)c2C1=O (centres undefined)	·	15	2	·	·	2	·	-4	-1	·
CCOC(=O)c1cc(CC)sc1N1C(=O)CC(Sc2ncccc2C(=O)O)C1=O (centres undefined)	16	14	-2	-1	-5	-4	-0.3	4	-3	-5
COc1cccc(NC(=O)CN2C(=O)CSc3ccc(S(=O)(=O)N4CCOCC4)cc32)c1	18	13	13	2	5	5	1.2	-11	-25	0
CCc1nnc(NC(=O)CCc2ccc(C)o2)s1	4	-17	6	5	-5	2	0.5	3	9	-3
CCOCCn1ccc2c(OCC(=O)Nc3ccc(OC)cc3OC)cccc2c1=O	·	-3	0	·	8	1	-2.0	-10	-1	-1
CCN1CCN(c2cc(=O)n(C3CCCCC3)c(=O)[nH]2)CC1	16	3	10	0	-2	-6	-0.9	-1	-7&-7	1
O=C1[C@@H]2Cc3c([nH]c4ccccc34)C(c3ccccc3)N2C(=O)CN1CCO (some centres undefined)	-1	3	-3	-2	-8	9	0.2	-2	-6	-4
C[C@H](CO)N1C[C@H](C)[C@@H](CN(C)S(C)(=O)=O)Oc2ccc(NC(=O)CCN3CCOCC3)cc2C1=O	·	5	8	·	3	-6	0.1	6	0	-2
